# Screening data (PubChem)
# aSyn 5UTR inh = 5' untranslated region of α-synuclein, MLPCN primary screen. alpha-synuclein 5'UTR reporter, inhibitor activity. inhibition, % (tested at 7.5 µM). 0.82% of 300,000 active; in the data active means inhibition above about 60%; inconclusive means no clear call, values can overlap the other calls;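 further: H4 neuroglioblastoma cells stably carrying SNCA 5'UTR luciferase fusion; 0% = DMSO wells and 100% = positive control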
# KLF5 inhibitor = kruppel-like factor 5 inhibition. DLD-1 KLF5 promoter-luciferase reporter, luminescence. inhibition, % at 5 µM. 0.23% of 290,000 active;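 active means inhibition above a per-plate limit of that plate's mean compound inhibition plus 3 SD, cut at about 60% in these data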;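 further: 0% = DMSO wells and 100% = LY294002 at 200 µM; higher means less KLF5 promoter-driven luciferase light; inactives centre near -14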
# IEC-6 cytotox = kills IEC-6 intestinal cells in KLF5 counter-screen. 0.78% of 290,000 active. IEC-6 cytotoxicity, luminescence viability. inhibition, % at 5 µM; in the data active means inhibition above about 22%;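 further: 0% = plate median of test compound wells and 100% = cytotoxic reference compound wells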
# HDAC3 inh = blocks human histone deacetylase 3; O15379; recombinant HDAC3, fluorogenic peptide/trypsin coupled, fluorescence; inhibition, % at 8.3 µM; 0.15% of 320,000 active; AID 2718; in the data active means inhibition above about 26%, passing the limit was not always enough; inconclusive means no clear call, values can overlap the other calls
# Target sequence (O15379 whole entry, looked up): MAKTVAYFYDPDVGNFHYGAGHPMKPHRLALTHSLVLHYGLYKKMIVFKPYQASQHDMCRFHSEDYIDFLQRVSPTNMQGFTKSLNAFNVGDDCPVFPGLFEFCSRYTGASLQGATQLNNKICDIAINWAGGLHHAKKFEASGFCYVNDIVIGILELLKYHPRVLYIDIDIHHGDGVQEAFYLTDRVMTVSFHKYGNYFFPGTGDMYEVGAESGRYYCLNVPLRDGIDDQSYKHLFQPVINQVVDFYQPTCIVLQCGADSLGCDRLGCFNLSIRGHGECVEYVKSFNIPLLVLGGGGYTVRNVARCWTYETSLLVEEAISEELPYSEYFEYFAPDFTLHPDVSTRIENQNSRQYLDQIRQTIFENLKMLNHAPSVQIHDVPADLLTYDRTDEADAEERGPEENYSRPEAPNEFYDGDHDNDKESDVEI
# HSF1 inh = HSF1 inhibition; 0.77% of 300,000 active; activity change, negative = inhibition, % at 7.5 µM (by protocol); AID 2098; NIH3T3-HGL HSE-luciferase, MG132-induced, luminescence 8 h; active compounds read low;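 active means more than half of replicate wells show activity change below -50%, luminescence cut by over half; inconclusive means some wells, but at most half, below -50%; inactive means no replicate well below -50%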;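 further: luciferase reports HSF-1 transcriptional activity via heat shock element; 0% = median of DMSO wells and -100% = zero luminescence signal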
# Platelet DG rel = platelet dense granule release activity. AID 1663. human platelet-rich plasma, SFLLRN dense granule ATP release, luminescence. inhibition, %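 (compounds screened at 7.5 µM in platelet-rich plasma)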. 0.22% of 300,000 active;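 active means mean replicate score, as percent of positive control, at or above 50; inconclusive means mean below 50 but at least one replicate at or above 50; inactive means mean and every replicate below 50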
# HSP90 inh = blocks HSP90-mediated luciferase refolding in reticulocyte lysate; 0.91% of 290,000 active; AID 1789; inhibition, % at 5.6 µM; Rabbit reticulocyte lysate, luciferase refolding luminescence, 3 h;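 active means inhibition above the screen-wide mean plus 3 SD, computed separately per campaign, cut at about 16% in these data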;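 further: 0% = DMSO wells and 100% = 60 µM geldanamycin wells; inhibitors lower the luminescence because luciferase stays unfolded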
# HIF activator = HIF pathway transcriptional activation; activation, % at 7.5 µM (by protocol); 0.32% of 300,000 active; U2OS HRE-luciferase reporter, luminescence; normalized: DMSO 0%, desferrioxamine 100%;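 active means mean activation of at least 10% of the iron chelator positive control signal, with at least half of replicates also reaching 10%; inconclusive means mean and replicate majority disagree about reaching 10%; inactive means mean and most replicates under 10%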
# HSF-1 act = increases HSF-1 driven luciferase reporter signal; activation, % at 9 µM; NIH3T3-HGL HSF-1 luciferase reporter, MG132, 8 h; 100% = twice DMSO control signal; 1.7% of 300,000 active; AID 504408;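 active means mean replicate activation of at least 50% with a set share of replicates each reaching 50%; inconclusive means only one of those two conditions met; inactive means mean below 50% and too few replicates reaching it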;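 further: 0% = median of the neutral control wells and 100% = twice that signal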
# AI-2 QS mod = modulates the Vibrio harveyi AI-2 quorum sensing system; 0.4% of 300,000 active; Vibrio harveyi JMH597 AI-2 luminescence/OD600 ratio, 9 h; active compounds read low; strain lacks LuxN and CqsS sensors; 0 = neutral-control median; activity change, % at 7.5 µM; in the data active means activity change below about -75%, passing the limit was not always enough; inconclusive means no clear call, values can overlap the other calls;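 further: luminescence divided by OD600 gain over 9 h not by final OD600 alone; inactives centre near 13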
# An asterisk follows results filed as active; ? = inconclusive; . = no result given.
SMILES,aSyn 5UTR inh,KLF5 inhibitor,IEC-6 cytotox,HDAC3 inh,HSF1 inh,Platelet DG rel,HSP90 inh,HIF activator,HSF-1 act,AI-2 QS mod
N#C/C(=N/Nc1ccccc1[N+](=O)[O-])C(N)=S,-7,4,5,9,-2,1,13,-1.9,13,22
COC(=O)C1=C(C)NC(=S)NC1/C=C/c1ccccc1 (stereo not drawn),-1,-17,4,2,5,7,2,-0.4,17,2
O=C1C(Cc2ccc3[nH]ccc3c2)NC(=S)N1c1ccccc1 (stereo not drawn),10,0,0,6,-1,-5,7,-1.0,1,13
O=C(O)c1cccnc1Sc1ccc(Br)cc1,3,-15,-3,6,0,10,-1,2.0,7,-84*
COC(=O)c1ccc(-c2noc(CN3CCCCC3c3nccn3C)n2)cc1 (stereo not drawn),-3,17,3,2,-2,1,-4,0.0,-2,27
Cc1cc2ccccc2c(=O)n1CC(=O)NCC(=O)N1CCCC1,-24,5,5,2,5,-14,7,0.0,-21,-1
COc1ccc(C(=O)N2CCN(S(=O)(=O)c3ccc(F)cc3)CC2)cc1OC,7,-10,-2,-1,-4,25,12,-0.2,-7,22
CC(C)(C)N(Cc1ccccc1)C(=O)c1ccc(Br)o1,-13,4,1,-1,-4,10,6,-0.5,14,6
CCOC(=O)C1CCN(CC(O)COCc2ccc3c(c2)OCO3)CC1 (stereo not drawn),-15,2,3,-4,-6,-4,1,-2.8,-10,22
COc1cc(OC)c2ccc(=O)oc2c1C(CCN1CCCC1)c1ccc2c(c1)OCO2 (stereo not drawn),2,.,.,7,-5,-2,.,-4.3,-8,16
Cc1ccc2oc(=O)c3cc(C(=O)N4CCN(C(=O)c5ccco5)CC4)sc3c2c1,-24,-22,-1,9,0,-3,0,-0.3,17,3
CS(=O)(=O)N1CCC(C(=O)NCc2ccc3c(c2)OCO3)CC1,3,-22,-6,4,-3,-2,-2,-0.5,-5,16
O=C(Nc1ccc(S(=O)(=O)NCC2CCCO2)cc1)c1ccccc1 (stereo not drawn),-7,-21,-2,2,-65*,1,-1,0.3,-72,100
CN(CC(=O)NCCCN1CCOCC1)S(=O)(=O)c1ccc(Br)cc1,26,-13,-4,4,-1,0,4,0.2,3,8
O=C1NN(c2ccccc2)C(=O)/C1=C/c1ccc(-c2cccc(C(=O)O)c2)o1,-26,-58,-6,1,-4,-2,0,0.5,22,13
O=C(CNC(=O)c1ccc(Cl)cc1Cl)OCCCn1c(=O)[nH]c2ccccc21,10,.,.,3,1,6,.,0.2,4,5
CC(CNC(=O)CCS(=O)(=O)c1cc2c(cc1Cl)NC(=O)CO2)c1ccccc1 (stereo not drawn),-5,5,-4,0,-4,3,-6,0.0,3,24
Cc1cc(C)cc(N(CC(=O)N2CCC(C)CC2)S(C)(=O)=O)c1,19,-24,-2,-3,2,-4,4,-1.6,8,9
O=C(CNC(=O)C12CC3CC(CC(C3)C1)C2)N1CCN(S(=O)(=O)c2cccs2)CC1,0,9,-7,-7,1,0,-4,-0.4,-4,26
CC(=O)N1c2ccc(S(=O)(=O)NCCC(=O)Nc3ccc(C)c(F)c3)cc2CC1C (stereo not drawn),5,-24,0,0,4,2,-1,-0.1,2,19

# The final seven records of the part before come first, to join the parts:
SMILES,aSyn 5UTR inh,KLF5 inhibitor,IEC-6 cytotox,HDAC3 inh,HSF1 inh,Platelet DG rel,HSP90 inh,HIF activator,HSF-1 act,AI-2 QS mod
CN(CC(=O)NCCCN1CCOCC1)S(=O)(=O)c1ccc(Br)cc1,26,-13,-4,4,-1,0,4,0.2,3,8
O=C1NN(c2ccccc2)C(=O)/C1=C/c1ccc(-c2cccc(C(=O)O)c2)o1,-26,-58,-6,1,-4,-2,0,0.5,22,13
O=C(CNC(=O)c1ccc(Cl)cc1Cl)OCCCn1c(=O)[nH]c2ccccc21,10,.,.,3,1,6,.,0.2,4,5
CC(CNC(=O)CCS(=O)(=O)c1cc2c(cc1Cl)NC(=O)CO2)c1ccccc1 (stereo not drawn),-5,5,-4,0,-4,3,-6,0.0,3,24
Cc1cc(C)cc(N(CC(=O)N2CCC(C)CC2)S(C)(=O)=O)c1,19,-24,-2,-3,2,-4,4,-1.6,8,9
O=C(CNC(=O)C12CC3CC(CC(C3)C1)C2)N1CCN(S(=O)(=O)c2cccs2)CC1,0,9,-7,-7,1,0,-4,-0.4,-4,26
CC(=O)N1c2ccc(S(=O)(=O)NCCC(=O)Nc3ccc(C)c(F)c3)cc2CC1C (stereo not drawn),5,-24,0,0,4,2,-1,-0.1,2,19
Nc1nc(Nc2ccccc2)nc(NCCO)c1[N+](=O)[O-],19,6,-5,-2,-2,3,-6,0.1,12,5
O=C(N/N=C/C=C/c1ccco1)c1ccccc1Cl,-107,-37,-13,5,42,5,3,0.7,69*,22
O=C(COC(=O)CCc1nc2ccccc2s1)Nc1ccc(Cl)cn1,-8,0,2,-1,1,9,3,-0.7,0,-1
O=C(NC(=S)Nc1ccccc1Br)C1CCCC1,-38,-57,2,2,-4,4,-2,1.2,26,-8
CCOC(=O)c1ccccc1NC1CC(=O)N(c2ccccc2C)C1=O (stereo not drawn),-5,-24,1,0,3,0,-4,-3.4,3,11
O=C(Oc1ccc(-c2csnn2)cc1)c1cccs1,-21,-33,1,14,-11,9,0,-0.1,-3,3
Nc1nonc1NC(=O)CSc1ncccc1C(=O)O,28,-34,0,-1,-3,7,2,-0.1,10,18
Brc1cc2c(cc1Br)OCCOCCOCCO2,-19,-26,-6,-2,-17,22,2,-0.5,-1,3
COc1ncccc1C(=O)NC1CCCc2c1cnn2-c1cc(C)cc(C)c1 (stereo not drawn),42,3,8,-6,-3,18,0,0.0,-17,.
C=CCNC(=O)c1ccc(N(CC=C)S(C)(=O)=O)cc1,11,5,-1,7,-3,6,1,-2.6,-8,31
Cc1ccc(/C=C/C(=O)O)cc1S(=O)(=O)NCCO,4,-17,-4,-5,-1,1,-2,-0.6,-9,24
COc1ccc2[nH]c(C)c(CCNC(=S)Nc3cccc(C)c3C)c2c1,29,7,-2,0,-7,-25,5,0.0,-6,13
Cc1ccccc1NS(=O)(=O)c1nnc(NC(=O)c2ccccc2F)s1,-16,-20,3,1,3,10,0,-0.2,3,43
Cc1ccc(C(=O)O/N=C2\CC3CCC2(C)C3(C)C)cc1 (stereo not drawn),0,-18,2,9,-2,13,8,0.0,-2,5
CC(CCc1ccccc1)NS(=O)(=O)c1ccccc1Cl (stereo not drawn),20,-3,9,1,-1,-4,6,-0.3,-4,8
CCCCOc1ccc(C(=O)Nn2c(-c3cccs3)nc3ccccc3c2=O)cc1,20,-11,4,-6,-5,10,1,-0.3,-7,9
CSC1=NCCN1S(=O)(=O)c1ccccc1,-7,-24,-1,3,-8,-1,-1,-0.5,5,21
C#CCOCCOCCOCCNc1nc(N2CCN(C(=O)Cn3cc(CCO)nn3)CC2)nc(N2CCN(C(=O)[C@H](C(C)C)n3cc(CCO)nn3)CC2)n1,-10,-24,-1,0,0,4,-3,-0.4,2,13
N#Cc1cccc(C(=O)N(CCc2ccccc2)Cc2cccs2)c1,9,-13,0,-5,-3,-1,3,-4.2,6,.
CCOC(=O)c1nc(-c2ccc(OC)c(OC)c2)no1,-20,-20,1,0,-4,11,-2,-63,-13,20

# Reformatted: 2 of the compounds above
Cc1cc2ccccc2c(=O)n1CC(=O)NCC(=O)N1CCCC1
  aSyn 5UTR inh = -24
  KLF5 inhibitor = 5
  IEC-6 cytotox = 5
  HDAC3 inh = 2
  HSF1 inh = 5
  Platelet DG rel = -14
  HSP90 inh = 7
  HIF activator = 0.0
  HSF-1 act = -21
  AI-2 QS mod = -1
COc1ccc(C(=O)N2CCN(S(=O)(=O)c3ccc(F)cc3)CC2)cc1OC
  aSyn 5UTR inh = 7
  KLF5 inhibitor = -10
  IEC-6 cytotox = -2
  HDAC3 inh = -1
  HSF1 inh = -4
  Platelet DG rel = 25
  HSP90 inh = 12
  HIF activator = -0.2
  HSF-1 act = -7
  AI-2 QS mod = 22

# (cont.)
SMILES,aSyn 5UTR inh,KLF5 inhibitor,IEC-6 cytotox,HDAC3 inh,HSF1 inh,Platelet DG rel,HSP90 inh,HIF activator,HSF-1 act,AI-2 QS mod
O=C(COc1ccc(Cl)cc1Cl)NNC(=S)Nc1ccc(F)cc1,-40,-27,2,-11,-4,-6,2,0.5,10,9
CCOC(=O)c1ccc(NC(=S)NCCCn2ccnc2)cc1,1,-16,-1,4,-5,2,0,1.0,-9,21
CC(=O)c1ccc(N=Nc2ccc(C)cc2)cc1,?,-95,2,.,-27,3,15,-0.8,-33,-3
O=C(NCc1ccccc1)Nc1cccn(Cc2ccccc2F)c1=O,-39,-42,-3,-11,10,-13,-1,0.9,7,5
O=C(O)c1ccccc1Sc1ncnc2sccc12,-9,-3,-7,5,-4,4,-2,-0.5,-2,24
CC1CCCC(NC(=O)CNCc2ccccc2F)C1C (stereo not drawn),8,-15,1,11,-4,3,1,0.0,-13,16

# Some entries already given, limited to IEC-6 cytotox:
canonical_smiles,IEC-6 cytotox
CC(=O)N1c2ccc(S(=O)(=O)NCCC(=O)Nc3ccc(C)c(F)c3)cc2CC1C (stereo not drawn),0
Nc1nc(Nc2ccccc2)nc(NCCO)c1[N+](=O)[O-],-5
O=C(N/N=C/C=C/c1ccco1)c1ccccc1Cl,-13
O=C(COC(=O)CCc1nc2ccccc2s1)Nc1ccc(Cl)cn1,2
